Source: PubChem
Growth percent in the NCI-60 one-dose screen (48 h, 10 µM unless noted): 100 = growth as untreated, 0 = no growth, -100 = all killed.
SK-OV-3: SK-OV-3 ovarian cancer cells; 80,000 tested, 3.2% active; AID 1794785
OVCAR-8: OVCAR-8 ovarian cancer | AID 1794782 | 81,000 tested, 4.4% active
OVCAR-5: OVCAR-5 ovarian cancer; 82,000 tested, 2.9% active; AID 1794783
DU-145: DU-145 prostate cancer; 81,000 tested, 4.2% active
NCI/ADR-RES: NCI/ADR-RES ovarian cells | 81,000 tested, 4.4% active
OVCAR-3: OVCAR-3 ovarian cancer; 79,000 tested, 7% active; AID 1794787
IGROV1: IGROV1 ovarian cancer | 79,000 tested, 4.7% active
OVCAR-4: OVCAR-4 ovarian cancer cells. 80,000 tested, 3.7% active. AID 1794784
* hit, by the source's call; x = no result given; & = joins results of further samples. Rule for the calls: active = growth percent below 10; inactive = the rest.

Preview, three compounds:
SMILES	SK-OV-3	OVCAR-8	OVCAR-5	DU-145	NCI/ADR-RES	OVCAR-3	IGROV1	OVCAR-4
O=S(=O)(Cc1ccc(Cl)cc1)Cc1ccc(Cl)cc1	98.7	104.8	101.4	109.4	101.2	110.8	95.1	104.3
C/C1=C\CC[C@@]2(C)O[C@H]2[C@H]2OC(=O)C(CN3CCN(CC4C(=O)O[C@H]5[C@H]4CC/C(C)=C/CC[C@@]4(C)O[C@@H]54)CC3)[C@@H]2CC1 (stereo partly drawn)	109.6	91.5	103.1	60.6	100.7	79.7	100.7	103.4
O=c1[nH]c(=S)[nH]c2nccnc12	125.0	107.1	108.2	116.3	102.1	118.3	106.4	120.8

Main list, repeating the preview:
SMILES	SK-OV-3	OVCAR-8	OVCAR-5	DU-145	NCI/ADR-RES	OVCAR-3	IGROV1	OVCAR-4
O=S(=O)(Cc1ccc(Cl)cc1)Cc1ccc(Cl)cc1	98.7	104.8	101.4	109.4	101.2	110.8	95.1	104.3
C/C1=C\CC[C@@]2(C)O[C@H]2[C@H]2OC(=O)C(CN3CCN(CC4C(=O)O[C@H]5[C@H]4CC/C(C)=C/CC[C@@]4(C)O[C@@H]54)CC3)[C@@H]2CC1 (stereo partly drawn)	109.6	91.5	103.1	60.6	100.7	79.7	100.7	103.4
O=c1[nH]c(=S)[nH]c2nccnc12	125.0	107.1	108.2	116.3	102.1	118.3	106.4	120.8
Nc1nnc(-c2cccnc2SCc2ccccc2)s1	100.1	87.5	112.1	109.3	86.7	110.9	95.8	85.4
Nc1c(C(=O)Nc2ccccc2)sc2nc3c(cc12)COCC3	97.3	93.3	91.2	97.7	90.4	105.6	101.7	81.7
COc1cc(/C=C/C(=O)c2ccc(F)cc2)ccc1OCCCCCOc1cc2c(cc1OC)C(=O)N1CCCC1C=N2 (stereo not drawn)	-4.3*	4.8*	-5.1*	-13.1*	8.8*	-8.6*	-66.5*	-37.5*
O=C1C[C@H](Sc2nc(-c3ccc(F)cc3)cc(C(F)(F)F)n2)[C@H]2CO[C@@H]1O2	107.5	97.4	104.7	89.9	106.2	91.6	115.2	107.7
COc1ccc(S(=O)(=O)NCCCNc2nccc(-n3cnc4ccccc43)n2)cc1	96.2	93.7	99.6	100.3	105.0	105.2	91.4	77.4
CCN(CCO)C(C(=O)c1ccccc1)c1ccccc1 (stereo not drawn)	105.9	95.7	87.2	x	94.1	106.1	77.3	96.9
CC(C)c1ccc(/C=N/Nc2nc3ccccc3s2)cc1	89.4	87.5	102.3	100.6	92.6	88.7	70.0	81.4
CCCc1ccc(C2=NN(c3ccc(S(N)(=O)=O)cc3)C(=O)CC2)cc1	86.3	85.1	102.3	95.3	x	83.0	82.5	77.1
CCCn1c(O)c(N=NC(=O)c2oc3ccccc3c2C)c2ccccc21	x	105.5	101.1	108.7	89.7	97.6	57.5	97.6
COc1cc2ncn3c(=O)[nH]nc3c2cc1OC	95.3	100.8	121.2	107.8	105.7	103.2	114.7	107.4
Clc1ccc(C2=C3CCCCC3=NC3=CC=CCN32)cc1	88.5	94.6	94.5	109.6	98.9	108.9	102.1	100.8
CC(=O)Nc1nc2c(s1)CCc1c-2cn(S(=O)(=O)c2ccccc2)c1-c1ccccc1	101.3	79.7	97.4	78.4	49.7	80.5	97.2	84.3
C=CCNc1ccc2c3c(cccc13)C(=O)N(c1cccc(-c3nn(-c4ccccc4)cc3-c3nc4ccccc4s3)c1)C2=O	115.6	107.5	111.2	101.6	94.9	98.9	100.0	112.4
COc1cc(CNC2=NCCC2)cc(OC)c1OC	91.2	92.9	96.5	x	96.5	97.0	96.2	102.0
Cc1cccc(C)c1NC(=O)Cn1cc(CN2C(=O)c3ccccc3S2(=O)=O)nn1	98.3	115.9	96.9	117.2	95.4	108.1	100.0	97.6
CCOC(=O)N1C=CC2C=CC1C1C=CC=CC2N1C(=O)OCC (stereo not drawn)	97.0	96.5	95.0	111.7	95.3	100.2	97.8	97.8
CCOC(=O)C1CCCNC1=O (stereo not drawn)	125.5	101.3	100.5	123.3	106.3	119.8	112.0	111.9
NCCOCCOc1ccccc1	112.3	107.0	104.4	101.2	101.9	106.0	102.6	98.0
C#CCC1(c2ccc(F)c(F)c2)NS(=O)(=O)c2ccccc21 (stereo not drawn)	96.9	93.9	106.6	107.4	102.6	108.8	94.3	104.8
CC(=O)NC1C(Nc2ccc(S(=O)(=O)Nc3ncccn3)cc2)OC(CO)C(O)C1O (stereo not drawn)	108.5	108.8	108.2	103.3	102.3	99.5	99.9	95.0
CC(=O)O[C@@H]1C(C)O[C@H](O[C@H]2C(O)[C@@H](O)C(CO[C@@H]3OC(C)[C@@H](O)C(O)[C@@H]3O)O[C@H]2Oc2c(-c3ccc(O)cc3)oc3cc(O)cc(O)c3c2=O)[C@@H](O[C@@H]2OC(CO)[C@@H](O)C(O)[C@@H]2O)C1O (stereo partly drawn)	96.5	105.6	109.7	104.1	102.3	108.0	108.9	108.9
COc1ccc(Br)c(C(=O)Sc2nnnn2-c2cccc(Cl)c2)c1	103.1	96.3	114.4	112.5	110.8	113.4	91.7	86.7
(listing goes on)
SMILES	SK-OV-3	OVCAR-8	OVCAR-5	DU-145	NCI/ADR-RES	OVCAR-3	IGROV1	OVCAR-4
CN[C@]12CC3(C=CC(=O)C=C3)O[C@@]1(Cc1ccc(OC)cc1)N(C)C(=O)N2	85.7	15.6	18.3	85.2	55.6	11.2	-28.4*	32.2
COc1cccc2nc3n(c12)C(c1c(F)cccc1Cl)SC3 (stereo not drawn)	105.4	103.9	87.7	108.5	102.4	122.3	39.8	95.7
CCCC1(C(=O)OCC)CCCCC1=O (stereo not drawn)	117.6	106.9	104.4	121.5	109.1	104.3	120.5	98.5
Cn1c(I)c(C#C[Si](C)(C)C)c(=O)n(C(=O)c2ccccc2)c1=O	101.0	-20.6*	60.9	0.2*	88.1	14.2	x	39.5
COC(CN1CCN(C)CC1)(c1ccccc1)c1ccccc1	93.7	103.3	93.9	105.5	92.9	110.3	x	104.4
COc1cc2nc(-c3ccc(Cl)cc3)cc(OCCCN3CCCC3)c2cc1OC	75.5	56.2	52.6	41.7	47.3	74.4	34.5	58.2
CCOC(=O)/C=C/CC1CCNC1 (stereo not drawn)	100.9	98.8	106.5	119.6	106.4	109.7	112.1	120.3
CSc1nc2c(NCc3ccc(Cl)cc3)[nH]c(=O)nc2n1-c1ccccc1	88.2	87.9	95.0	104.9	95.8	100.6	74.5	87.1
CC(Oc1cc(Cl)c(Cl)cc1Cl)C(=O)OCC(=O)N(C)C (stereo not drawn)	104.0	110.5	103.3	109.4	110.2	120.2	112.2	103.5
c1coc(C2=NC(c3ccco3)C(c3ccco3)N2)c1 (stereo not drawn)	112.1	103.0&101.3	96.3&103.5	114.9&112.6	101.8&113.0	116.5&115.4	105.1&117.5	124.6&109.3
O=C(NCn1c(=O)[nH]c2ccccc2c1=O)Nc1ccc([N+](=O)[O-])cc1	94.2	93.5	99.9	102.2	93.7	115.4	99.5	110.3
COc1ccc2c(c1)c(-c1cc(N)n3nc(-c4cn(C)c5ccccc45)cc3n1)cn2C	-79.5*	-94.4*	-38.8*	-58.0*	-17.1*	-67.4*	-40.3*	-64.2*
CCOC(=O)n1cc(-c2nonc2-c2cn(C(=O)OCC)c3ccccc23)c2ccccc21	84.6	102.0	72.2	97.3	97.6	89.7	68.3	79.6
Cc1cccc(NC(=O)Nc2ccc(-n3cnc4cc(-c5ccc(O)cc5)ccc43)cc2)c1	60.3	17.6	76.8	33.9	39.5	20.4	33.2	27.4
COc1ccccc1/C=C/C=N/N1C(=O)NC2C1N(C)C(=S)N2C (stereo not drawn)	95.1	93.8	97.2	103.2	99.1	101.9	51.4	89.4
NS(=O)(=O)c1ccc(N=C2NC(=O)/C(=C/c3ccco3)S2)cc1	100.3	102.3	108.8	113.9	110.2	101.7	108.6	101.3
OC1COC(c2ccccc2)OC1C1OC(c2ccccc2)OCC1O (stereo not drawn)	104.0	99.6	106.1	123.1	111.2	116.9	107.4	114.9
COc1ccc(C(=O)N2CCN(C(=O)c3cc(OC)c(OC)c(OC)c3)CC2)cc1OCCCCOc1cc2c(cc1OC)C(=O)N1CCC[C@H]1C=N2	107.9	209.1	110.6	112.6	110.4	105.4	-18.9*	111.8
CC(C)NC(=O)OCC#CCOC(=O)NC(C)C	94.8	114.9	109.6	111.3	109.1	107.9	90.6	121.0
CC1=C2[C@H]3OC(=O)[C@@H](CN4CCOCC4)[C@@H]3CC[C@@](C)(O)[C@@H]2CC1=O	123.5	98.6	106.8	107.1	114.4	104.4	102.3	98.7
Nc1ccc2cc(S(=O)(=O)O)cc(O)c2c1	98.3	97.0	99.3	118.8	103.8	x	80.8	x
COc1ccc(N2CCN(Cc3cc(C(=O)/C=C/c4c[nH]c5ccccc45)ccc3O)CC2)cc1	93.5	95.5	105.7	114.2	105.9	114.4	109.4	93.0
C=C1CCOC2(C(O)C(C)(O)CO)NC(=O)C1(O)NC2=O (stereo not drawn)	115.9	x	89.2	94.5	114.9	100.5	134.7	107.8
COCCCNC1=C(Cl)C(=O)c2ccccc2C1=O	90.1	89.2	119.1	87.5	94.8	105.7	101.6	96.7
O=C1CSC(=Nc2ccc(Cl)cc2Cl)N1	109.6	104.7	100.3	108.8	108.6	104.8	107.9	98.3

Pulled one by one from above, 3 records:
SMILES	SK-OV-3	OVCAR-8	OVCAR-5	DU-145	NCI/ADR-RES	OVCAR-3	IGROV1	OVCAR-4
O=C1CSC(=Nc2ccc(Cl)cc2Cl)N1	109.6	104.7	100.3	108.8	108.6	104.8	107.9	98.3
COc1ccc(C(=O)N2CCN(C(=O)c3cc(OC)c(OC)c(OC)c3)CC2)cc1OCCCCOc1cc2c(cc1OC)C(=O)N1CCC[C@H]1C=N2	107.9	209.1	110.6	112.6	110.4	105.4	-18.9*	111.8
OC1COC(c2ccccc2)OC1C1OC(c2ccccc2)OCC1O (stereo not drawn)	104.0	99.6	106.1	123.1	111.2	116.9	107.4	114.9

Next part.
SMILES	SK-OV-3	OVCAR-8	OVCAR-5	DU-145	NCI/ADR-RES	OVCAR-3	IGROV1	OVCAR-4
Cc1cn(-c2cccc(NC(=O)c3ccc(C)c(Nc4nccc(-c5cccnc5)n4)c3)c2)cn1	-54.2*	0.3*	41.3	13.3	7.2*	-33.7*	-11.7*	-58.1*
O=C(/C=C/c1ccc([N+](=O)[O-])cc1)c1cc2ccccc2oc1=O	96.2	102.3	107.1	104.4	101.5	107.3	102.8	90.2
COc1ccc(-c2noc(N)c2-c2cc(OC)c3c(c2OC)OCO3)cc1	113.2	97.2	108.1	106.4	97.7	109.9	101.4	96.8
Cc1[nH]nc2c1C(c1cc(=O)oc3ccc(Cl)cc13)C(C#N)=C(N)O2 (stereo not drawn)	86.2	89.0	111.1	105.5	100.3	111.9	98.9	79.1
COc1ccc(C(=O)c2cc3c(OC)c(OC)c(OC)cc3[nH]2)cc1	86.4	62.8	68.4	81.8	18.6	45.1	35.0	62.7
Cc1nc2n(c1C(=O)N(C(=O)c1c(C)nc3n1CCS3(=O)=O)c1ccccn1)CCS2(=O)=O	112.2	101.8	96.4	106.0	120.3	108.7	118.0	109.4
CN1CSC(=S)N(c2ccc(Cl)cc2)C1	99.7	91.4	90.3	93.8	77.0	93.3	x	89.8
O=c1c2ccccc2[nH]n1Cc1ccc2c(c1)OCO2	111.7	104.3	95.7	112.3	113.5	103.7	110.6	104.8
COC1=CC2ON(C(=O)c3ccccc3)C1C1C3(O)CCCc4cccc(c43)N3C(=O)COC213 (stereo not drawn)	105.4	94.6	96.0	108.9	98.1	106.9	106.5	102.3
CCN(CC)c1ccc(CNc2ccnc3ccccc23)cc1	61.4	47.4	81.7	70.0	40.0	52.5	78.2	17.1
N#CCC(=O)N1CCCCC1	99.7	101.6	104.5	126.0	101.3	120.1	110.4	101.3
O=C1c2ccccc2C23C(=C(c4ccncc4)c4cc(C(F)(F)F)ccc42)CCCN13 (stereo not drawn)	112.2	103.2	97.4	98.7	98.6	x	100.6	95.5
O=C1C(Br)=C(Br)C(=O)c2c1nc1n2CCCC1	99.8	102.7	108.2	93.4	91.9	82.1	105.4	97.6
Cc1nc2sccn2c1-c1nc2sccn2c1C=O	101.4	101.0	78.8	103.4	106.6	97.8	51.1	105.9
Cc1ccccc1OCC1COCN(C(C)(C)CO)CO1 (stereo not drawn)	126.5	108.4	110.7	104.8	100.3	111.8	108.2	102.9
CCOC(=O)/C=C(/C)NC(N)=O	108.2	109.4	101.4	106.3	114.1	105.5	126.7	108.5
COc1cc(Cn2cc3c(c2-c2ccccc2)CCCc2cnoc2-3)cc(OC)c1OC	114.3	88.8	99.7	99.2	76.6	107.1	74.5	94.4
O=C(O)CC1(CC(=O)Nc2nccs2)CCCCC1	96.8	118.0	98.7	121.0	113.5	122.5	117.4	113.9
NS(=O)(=O)c1ccc(-n2ncc3c(N/N=C/c4ccccc4)ncnc32)cc1	106.7	55.5	97.2	73.1	87.6	99.9	76.5	54.3
COc1cccc(C(CCc2cc(OC)c(OC)c(OC)c2)NC(C)=O)c1 (stereo not drawn)	104.1	98.1	105.1	125.0	103.7	98.5	115.4	118.7
O=S(=O)(N1CCCCC1)n1nnc2cc3ccccc3cc21	104.6	94.1	90.4	101.2	92.9	103.4	98.3	104.4
